PAFAH1B2 inh: inhibitors of human PAFAH1B2 | recombinant PAFAH1B2, FP-rhodamine activity probe, fluorescence polarization | 1.2% of 340,000 active | inhibition, % at 3.39 µM | AID 492953;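 active = inhibition above the mean of all tested compounds plus 3 SD, cut at about 24% in these data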;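 also: 0% = enzyme with DMSO and 100% = wells lacking PAFAH1B2; many of its hits are not listed in these tables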
PAFAH2 inh: PAFAH2 (human) inhibition; inhibition, % at 3.39 µM; recombinant PAFAH2, FP-rhodamine activity probe, fluorescence polarization; Q99487; 0.99% of 340,000 active;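 active = inhibition above the mean over all tested compounds plus 3 SD, cut at about 30% in these data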;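 also: inhibitors block probe labeling of enzyme so polarization drops; 0% = enzyme with DMSO and 100% = wells lacking PAFAH2 protein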
PAD4 FP inh: PAD4 (human) enzyme inhibition | recombinant PAD4, RCA probe fluorescence polarization | inhibition, % at 6.36 µM | Q9UM07 | 0.41% of 330,000 active | AID 485272;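 active = percent inhibition above a cutoff equal to the mean of all tested compounds plus 3 SD, cut at about 15% in these data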;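 also: 0% = PAD4 with RCA probe and DMSO and 100% = probe without PAD4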
Target sequence (Q9UM07 whole entry, looked up): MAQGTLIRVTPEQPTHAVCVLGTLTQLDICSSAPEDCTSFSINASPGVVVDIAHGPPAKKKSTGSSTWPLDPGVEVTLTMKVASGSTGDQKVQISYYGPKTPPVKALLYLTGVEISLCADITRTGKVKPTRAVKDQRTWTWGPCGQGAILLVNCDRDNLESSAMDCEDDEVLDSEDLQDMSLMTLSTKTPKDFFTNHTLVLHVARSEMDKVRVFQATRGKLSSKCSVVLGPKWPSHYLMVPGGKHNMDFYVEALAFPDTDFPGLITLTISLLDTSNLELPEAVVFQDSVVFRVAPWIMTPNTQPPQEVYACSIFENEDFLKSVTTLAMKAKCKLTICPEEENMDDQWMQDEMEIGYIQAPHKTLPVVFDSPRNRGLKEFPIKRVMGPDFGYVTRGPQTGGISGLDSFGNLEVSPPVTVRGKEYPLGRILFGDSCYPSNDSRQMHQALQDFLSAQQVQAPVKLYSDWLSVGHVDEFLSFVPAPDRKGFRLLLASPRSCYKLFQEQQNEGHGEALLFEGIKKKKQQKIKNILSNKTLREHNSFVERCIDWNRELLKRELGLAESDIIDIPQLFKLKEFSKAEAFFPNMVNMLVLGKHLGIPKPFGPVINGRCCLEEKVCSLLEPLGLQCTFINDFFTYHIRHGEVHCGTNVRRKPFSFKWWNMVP
LYPLA2 counter: LYPLA2 (human) inhibition in PME1 counter-screen; O95372; recombinant LYPLA2, FP-Rh probe fluorescence polarization; inhibition, % at 5.9 µM; 0.38% of 320,000 active;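 active = inhibition above the screen-wide mean plus 3 SD, limit set per campaign, cut at about 26% in these data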;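 also: 0% = LYPLA2 with DMSO and 100% = wells lacking LYPLA2 enzyme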
PME-1 inh: PME-1 (human) inhibition; 0.53% of 320,000 active; recombinant PME-1, FP-Rh probe fluorescence polarization; inhibition, % at 5.9 µM; Q9Y570;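 active = inhibition above the campaign mean of all compounds plus 3 SD, cut at about 26% in these data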;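 also: competitive labeling of PME-1 active site by serine hydrolase directed probe; 0% = PME-1 with DMSO and 100% = wells lacking PME-1 enzyme; inhibitors block probe labeling so polarization falls and inhibition rises; many of its hits are not listed in these tables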
pPAFAH inh: pPAFAH (human) enzyme inhibition. 1.5% of 330,000 active. recombinant pPAFAH, FP-rhodamine probe fluorescence polarization. Q13093. inhibition, % at 3.39 µM;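 active = inhibition above the mean inhibition across the screen plus 3 SD, cut at about 25% in these data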;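 also: inhibitors block binding of the rhodamine activity-based probe so polarization drops; 0% = enzyme with DMSO and 100% = wells lacking pPAFAH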
PAFAH1B3 FP inh: inhibitors of human PAFAH1B3 | Q15102 | recombinant PAFAH1B3, FP-rhodamine probe, fluorescence polarization | inhibition, % at 3.39 µM | 0.28% of 340,000 active;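 active = inhibition above the screen-wide average of all tested compounds plus 3 SD, cut at about 25% in these data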;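 also: 0% = enzyme with DMSO only and 100% = wells lacking PAFAH1B3 protein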
LYPLA1 inh: blocks human lysophospholipase 1, a PME1 counter-screen; O75608; recombinant LYPLA1, FP-Rh probe fluorescence polarization; inhibition, % at 5.9 µM; 0.16% of 320,000 active; AID 2174;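 active = inhibition above the mean of all tested compounds plus 3 SD, set per campaign, cut at about 14% in these data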;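 also: inhibitors block serine hydrolase probe labeling of LYPLA1 so polarization falls; 0% = enzyme with DMSO and 100% = wells lacking LYPLA1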
Target sequence (O75608 whole entry, looked up): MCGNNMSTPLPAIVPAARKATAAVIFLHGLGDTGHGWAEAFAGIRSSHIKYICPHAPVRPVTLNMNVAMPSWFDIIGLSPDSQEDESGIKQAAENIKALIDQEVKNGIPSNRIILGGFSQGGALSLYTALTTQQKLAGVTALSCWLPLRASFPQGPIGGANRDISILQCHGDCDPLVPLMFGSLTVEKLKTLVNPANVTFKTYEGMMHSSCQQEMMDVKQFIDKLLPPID
GSTO1 inh: blocks human GSTO1 in RBBP9 counter-screen. P78417. recombinant GSTO1, activity-based probe fluorescence polarization. inhibition, % at 5.96 µM. 1.1% of 300,000 active;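 active = inhibition above the campaign mean inhibition plus 3 SD, cut at about 35% in these data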;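 also: 0% = GSTO1-1 with DMSO and 100% = wells lacking GSTO1-1 enzyme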
* = called active by the depositor; . = not tested or not shown; & = joins results of further samples. The list is partial; rates above refer to the full screens.

SMILES	PAFAH1B2 inh	PAFAH2 inh	PAD4 FP inh	LYPLA2 counter	PME-1 inh	pPAFAH inh	PAFAH1B3 FP inh	LYPLA1 inh	GSTO1 inh
CN(CC(=O)Nc1ccc(OC(F)(F)F)cc1)C1CCCCC1	-2	-7	1	10	3	1	5	1	0
CCN1CCN(C(=O)c2cc3c(=O)oc4ccc(C)cc4c3s2)CC1	3	2	3	3	3	-1	1	-2	9
COCCNCc1nc2sc(C)c(-c3ccccc3)c2c(=O)[nH]1	4	1	-1	1	0	-2	7	-1	-4
CN(C)S(=O)(=O)c1ccc(NC(=O)C2COc3ccccc3O2)cc1 (stereo not given)	-7	1	-6	-8	-1	-6	3	0	1
O=C1Nc2cc(C(=O)N3CCN(c4ccc(F)cc4)CC3)ccc2NC1CSCc1cccc(F)c1 (stereo not given)	-2	-11	-42	-12	-12	3	-4	-10	-3
O=C1c2ccsc2SCCN1Cc1ccccc1	-7	-1	0	3	4	-1	-2	0	-6
COc1ccc(CNC(=O)CCNC(=O)N2CCn3c2nc2ccccc23)cc1	1	4	-1	-5	2	2	11	1	-4
CCc1nnc(NC(=O)C2CCCN2C(=O)NC2CCCCC2)s1 (stereo not given)	5	10	-3	3	-2	3	4	3	4
COC(=O)[C@@H](NC(=O)Nc1ccc(S(N)(=O)=O)cc1)C(C)C	5	-1	0	-4	1	3	3	0	-1
COc1ccc(C)cc1NC(=O)CCN1CCN(c2ccccc2F)CC1	-2	-4	-1	1	-2	5	4	0	3
CC(NC(=O)C(=S)N1CCN(C)CC1)c1ccccc1 (stereo not given)	1	2	-9	-1	5	-4	7	2	-1
COC(=O)c1ccc(NC(=O)Nc2ccc(OC)c(OC)c2)cc1	4	-5	-1	2	12	4	4	-2	20
CCOC(=O)N1CCC(NC(=O)c2ccc3c(c2)N=C(C)c2ccccc2S3)CC1	6	-2	0	2	-4	7	-2	0	-2
Cc1ccc(S(=O)(=O)N2CCN(C(=O)CSc3nncs3)CC2)cc1	5	-2	-6	-5	-5	-8	9	2	-12
O=C(COc1ccc(Br)cc1CO)N1CCCc2ccccc21	1	-12	-2	-3	4	4	6	-3	-3
COc1ccc(-c2nnn(CC(=O)N(c3cccc(O)c3)C(C)C(=O)NC3CCCC3)n2)cc1OC (stereo not given)	2	2	0	-3	-2	5	3	-2	0
Cc1ccc(C(c2nnnn2Cc2cccs2)N2CCN(C(=O)c3ccco3)CC2)cc1 (stereo not given)	5	10	-2	2	6	3	-7	-2	2
CC(=O)c1sc(NC(=O)C2CCCN2S(=O)(=O)c2ccccc2F)nc1C (stereo not given)	1	-3	1	-5	-5	0	1	0	.
Cc1ccnc(-n2c(C)cc(/C=N/NC(=O)COc3cccc4cccnc34)c2C)c1	-1	0	1	1	0	7	3	4	4
c1ccc(C(CN2CCOCC2)c2ccccc2)cc1	8	-2	-3	4	-6	4	-1	0	-10
CCCSc1cc(=O)n(-c2ccc(F)cc2)nc1C(=O)OCC	6	-3	-5	2	0	3	8	0	5
CN(CC(=O)Nc1ccc(S(=O)(=O)N(C)C)cc1)Cc1ccc(C(F)(F)F)cc1	3	2	-9	8	4	11	-1	0	4
C[n+]1cccc2ccc3c(c21)OC(N)=C(C#N)C3c1ccccc1 (stereo not given)	.	.	-7	-4	3	7	.	-1	9
Cc1cc(C)n(-c2ccc(S(=O)(=O)N3CCCC3)cc2[N+](=O)[O-])n1	-3	-5	0	-2	0	-1	12	2	6
O=C(Nc1c(O)c2ccccc2[nH]c1=O)c1ccco1	2	-4	-4	-3	1	2	0	3	-3
CCCCN(C(=O)CSCC(=O)Nc1ccc(OC)cc1)c1c(N)n(CCC)c(=O)[nH]c1=O	6	1	4	-8	4	-3	3	-4	2
COCCn1c(C)cc(C(=O)CSc2nncn2-c2ccccc2)c1C	1	4	-9	4	-5	6	-4	5	1
COc1cccc(Cn2nc3c4cc(F)ccc4n(Cc4ccc(F)cc4)cc-3c2=O)c1	5	-5	2	6	5	8	5	1	-21
CCc1cc(=O)oc2c(C)c(OCC(=O)NCCN3CCOCC3)ccc12	-2	-5	-1	-7	3	4	1	-4	2
CCCCOCCOCCOCCCC	2	7	-11	3	-2	-2	8	1	.
CCOc1ccc(S(=O)(=O)NC2CCCCCC2)cc1	-7	-2	-7	2	4	2	4	3	7
CCCCCOCC1CC(C/C(C)=N/NC(N)=O)(C(=O)OCC)C(=O)O1 (stereo not given)	3	0	1	11	4	3	2	1	10
Cc1ccc(CNC(=O)CSc2nc(=O)n3cccc(C)c3n2)cc1	4	3	6	5	-4	9	4	-1	15
CC(=O)c1cccc(NC(=S)Nc2ccc(F)cc2)c1	-6	3	2	-3	3	3	4	-4	-8
Cc1ccccc1-n1nc(C)c2cc(C(=O)N3CCOCC3)sc21	3	8	0	-2	1	3	6	-2	9
CC(=O)Nc1nc(C)cs1	3	-8	-5	-2	-2	8	6	0	4
COc1ccc(N2CCN(Cc3nc4ccccc4c(=O)[nH]3)CC2)cc1	-5	-6	1	-2	1	7	4	0	-1
CCc1ccc(NC(=S)NC(=O)CC(C)C)cc1	1	-1	-3	1	3	6	5	-1	5
O=C(N/N=C/c1ccc(Br)cc1)c1cc[n+]([O-])cc1	-4	-8	-1	2	4	3	9	-1	-9
O=C(CSc1ncc(S(=O)(=O)c2ccccc2)c(=O)[nH]1)Nc1ccccc1Cl	-1	8	-1	-3	3	-5	56*	2	-13
Cc1ccccc1CN1CCN(C(=O)c2cccc3ccccc23)CC1	0	-3	-2	7	9	13	3	-2	1
COc1ccc(OC2CCN(C(=O)Nc3ccc(C)cc3)CC2)cc1	7	5	2	5	9	2	9	0	-2
CCOC(=O)[C@H]1[C@H]2COc3cc(OC)ccc3[C@@H]2N2C(=O)CN(Cc3ccc(C)cc3)C(=O)[C@@]12C	7	-2	0	8	3	-2	8	1	.
Cc1nonc1OC(C)CNc1ccc([N+](=O)[O-])cc1 (stereo not given)	0	7	56*	4	3	2	4	-1	3
O=C(NCCOc1ccccc1)C(c1ccccc1)c1ccccc1	4	-5	4	-1	3	-2	0	1	3
Cc1cc(C)n(Cc2ccc(C(=O)NCc3ccco3)o2)n1	4	15	-2	4	5	-2	7	-1	-1
O=C(NCc1ccncc1)Nc1ccccc1F	1	7	2	-2	-2	1	-2	0	0
CN(CCCN1CCCCC1)C(=O)CCc1nnc(C2CCCCC2)o1	7	3	1	5	3	1	-4	3	-4
COc1ccc(Cl)cc1NC(=O)CN(C)C(=O)c1cc(-c2cccs2)nn1-c1ccccc1	-8	-1	4	-9	-15	-2	2	-6	-5
Cc1ccc(S(=O)(=O)C(C#N)c2nc3ccccc3nc2N2CCCC2)cc1 (stereo not given)	1	22	-11	12	22	19	4	1	51*
COc1cc2c(cc1OC)CN(CC(=O)Nc1ccc(S(=O)(=O)N(C)C)cc1)CC2	4	-2	0	-1	-2	4	-1	-4	3
COc1ccccc1N1CCN(C(=O)C(=O)c2cn(CC(=O)N3CCOCC3)c3ccccc23)CC1	0	0	7	-3	5	-1	11	-4	-9
Cc1cccc(C(=O)NC(=S)N2CCN(C)CC2)c1	-4	1	5	-3	-1	0	-6	-2	0
O=C(Nc1ccccc1N1CCOCC1)c1ccc(N2CCCC2=O)cc1	1	-4	-4	-4	5	2	-4	-4	.
COc1ccc(NC(C)C(=O)N/N=C/c2ccccc2OCc2cccc(Br)c2)cc1 (stereo not given)	4	-1	1	3	11	11	0	-1	2
Cc1ccc(C(C(=O)NC(C)(C)C)N(Cc2cccnc2)C(=O)C(=O)NC2CCCCC2)o1 (stereo not given)	-3	1	12	0	-2	3	2	-3	6
CC(=O)CSc1cc(C)nc2c(-c3ccccc3)c(C)nn12	-2	0	-2	2	0	3	4	2	4
O=C(CSc1nc2c(c(=O)[nH]1)CCC2)Nc1ccccc1Cl	6	-5	9	-1	0	2	4	-4	2
O=C(CSc1n[nH]c(-c2ccccc2)n1)c1ccc(O)c(O)c1	7	23	-4	6	-4	42*	20	-2	31
COc1ccc(S(=O)(=O)N(C)C[C@H]2Oc3ccc(NC(=O)Nc4ccc5c(c4)OCO5)cc3CC(=O)N([C@@H](C)CO)C[C@@H]2C)cc1	16	1	-1	.	.	10	8	.	.
More compounds follow.
SMILES	PAFAH1B2 inh	PAFAH2 inh	PAD4 FP inh	LYPLA2 counter	PME-1 inh	pPAFAH inh	PAFAH1B3 FP inh	LYPLA1 inh	GSTO1 inh
Nc1[nH][nH]c(=O)c1N=Nc1ccc2c(c1)OCO2	1	2	2	28*	1	4	5	0	7
CCN(CC(=O)NCc1ccc(F)cc1)CC(=O)Nc1ccc(S(=O)(=O)N2CCCC2)cc1	-1	-2	-2	-5	19	4	2	-1	6
NC1=NC(=O)/C(=C/c2cc(Br)c(O)c(Br)c2)S1	-3	10	-28	2	-6	48*	34*	1	41*
CCn1c(-c2csc3c2CCCC3)n[nH]c1=S	2	-8	1	7	12	4	6	4	-1
O=C(Nc1ccc(S(=O)(=O)Nc2nccs2)cc1)C1=NN(c2ccccc2)C(=O)CC1	3	10	-3	-1	4	13	2	-3	-8
CC(=O)NS(=O)(=O)c1ccc(N)cc1	3&-2	-8&7	-1&1	-5&7	-5&0	5&1	4&14	-1&-3	5&0
CCOCCn1c(CCCO)nc2ccccc21	1	0	3	-1	-1	-1	-1	0	0
COc1ccc(S(=O)(=O)CCC(=O)NCCc2cccc(C)c2)cc1	-1	1	5	3	0	1	4	0	0
Cc1cccc(NC(=O)Cn2nc([N+](=O)[O-])c(Br)c2C)n1	2	1	-2	8	1	9	4	5	16
COc1nc(OC)nc(N2CCC(C(=O)NC3CC3)CC2)n1	6	-4	1	-4	-2	2	4	0	8
CCN(CC)S(=O)(=O)c1cccc(-c2cn3cc(C)ccc3n2)c1	-2	3	1	8	2	11	-2	-1	-10
CCCCn1c(N)c(Sc2ccccc2[N+](=O)[O-])c(=O)[nH]c1=O	-5	-8	-5	3	-5	-1	5	6	-6
O=C(COC(=O)C1CC(=O)N(Cc2ccccc2)C1)Nc1ccccc1F (stereo not given)	4	10	2	-3	-4	8	4	-1	-6
CN1CCN(C(=O)N2CCNC2=O)CC1	5	-9	-6	0	-5	-1	2	0	2
Cc1ccc(/C=C2\SC(=S)N(CCCC(=O)N3CCOCC3)C2=O)cc1	9	12	-6	1	1	-2	4	0	27
CC(C)=C1SC(N2CCN(c3ccc(C)c(Cl)c3)CC2)=NC1=O	9	6	4	0	3	1	9	1	5
O=C(CSC1=NS(=O)(=O)c2ccccc2N1)Nc1ccc(F)cc1	-4	3	-3	4	3	1	-4	1	17
COc1ccccc1NC(=S)NC(C)=O	5	6	1	-2	-1	2	10	-1	12
CC(C)(C)OC(=O)Nc1ccc([C@@H](NC(=O)OC(C)(C)C)C(=O)OC(C)(C)C)cc1	-2	5	2	2	-5	2	7	0	.
NC(=O)c1nc[nH]c1C(=O)Nc1cccc(NC(=O)c2cccc(C(F)(F)F)c2)c1	-7	-23	1	.	.	-5	-14	.	.
COC(=O)c1cc(S(=O)(=O)NCCc2ccc(SC)cc2)c[nH]1	7	2	4	8	3	14	3	0	21

One compound at a time (already shown). Values in the order: PAFAH1B2 inh, PAFAH2 inh, PAD4 FP inh, LYPLA2 counter, PME-1 inh, pPAFAH inh, PAFAH1B3 FP inh, LYPLA1 inh, GSTO1 inh
Results for CCn1c(-c2csc3c2CCCC3)n[nH]c1=S → 2, -8, 1, 7, 12, 4, 6, 4, -1
Results for CCN(CC)S(=O)(=O)c1cccc(-c2cn3cc(C)ccc3n2)c1 → -2, 3, 1, 8, 2, 11, -2, -1, -10
